Bioassay records (PubChem BioAssay)
FUS suppressor: rescues growth of FUS-expressing yeast; Potency, µM (top dose mostly 76.6 µM), without a hit: top-dose growth rescue (activation), actives largely listed as activators; hit rate 0.24% among 390,000; S. cerevisiae FUS-expressing, growth rescue, OD600, 24 h; AID 1347120;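 note: potency is the fitted concentration of half-maximal effect; plate controls were DMSO vehicle for no effect and reference control for full effect; nearly all actives have a fitted effect of over 55% in size; some results filed as inactive show a strong effect at the top dose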
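Cultures pregrown in 2.5% raffinose medium are shifted to minimal medium containing 2% galactose to express toxic FUS. Compounds are tested at several concentrations. After 24hr at 30C, growth is quantified at 600 nm absorbance.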
EPAC2 antag: antagonists of human EPAC2. hit rate 0.18% among 360,000. Potency, µM (doses to about 114 µM), for the others: at the highest dose activity, negative = inhibition, usual class: inhibitors. Q8WZA2. EPAC2 GEF exchange of Rap1B-BODIPY-GDP, fluorescence; note: potency is the fitted concentration of half-maximal effect; % is set by controls: 0 for no effect and ±100 for the full control effect; nearly all actives have a fitted effect of over 45% in size; many of its hits are not listed in these tables
Target sequence (Q8WZA2 whole entry, looked up): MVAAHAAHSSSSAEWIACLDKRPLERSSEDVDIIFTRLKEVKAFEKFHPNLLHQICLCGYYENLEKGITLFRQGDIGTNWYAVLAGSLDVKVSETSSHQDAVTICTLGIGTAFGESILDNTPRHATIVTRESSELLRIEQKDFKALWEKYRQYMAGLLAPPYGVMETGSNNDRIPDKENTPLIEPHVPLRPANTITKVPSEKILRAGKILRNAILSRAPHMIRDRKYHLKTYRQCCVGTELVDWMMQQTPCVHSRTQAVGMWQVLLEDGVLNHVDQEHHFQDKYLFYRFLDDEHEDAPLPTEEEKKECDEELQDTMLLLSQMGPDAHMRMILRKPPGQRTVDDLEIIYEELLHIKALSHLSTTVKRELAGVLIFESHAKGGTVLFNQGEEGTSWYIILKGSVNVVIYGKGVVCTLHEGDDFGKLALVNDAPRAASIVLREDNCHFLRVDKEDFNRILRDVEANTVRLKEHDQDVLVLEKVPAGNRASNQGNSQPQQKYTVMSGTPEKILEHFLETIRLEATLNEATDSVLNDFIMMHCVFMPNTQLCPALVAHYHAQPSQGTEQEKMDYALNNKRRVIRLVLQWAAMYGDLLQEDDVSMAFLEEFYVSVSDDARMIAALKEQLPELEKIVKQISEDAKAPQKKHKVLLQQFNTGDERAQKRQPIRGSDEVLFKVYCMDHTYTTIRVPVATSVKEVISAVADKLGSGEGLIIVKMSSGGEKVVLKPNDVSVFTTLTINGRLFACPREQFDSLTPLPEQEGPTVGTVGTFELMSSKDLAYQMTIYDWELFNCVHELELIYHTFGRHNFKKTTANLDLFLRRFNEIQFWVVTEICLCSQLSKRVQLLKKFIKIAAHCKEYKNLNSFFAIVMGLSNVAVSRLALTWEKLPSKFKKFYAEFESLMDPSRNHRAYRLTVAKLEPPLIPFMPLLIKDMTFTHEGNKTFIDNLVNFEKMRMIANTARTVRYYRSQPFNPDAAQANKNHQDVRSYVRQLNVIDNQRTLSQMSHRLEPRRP
aSyn rescue: inhibitors of alpha-synuclein toxicity in yeast | AID 652106 | Yeast expressing alpha-synuclein, growth rescue, BacTiter-Glo, 24 h | Potency, µM (series often up to 46.1 µM), inactives show at the highest dose growth rescue (activation), actives largely listed as activators | hit rate 0.14% among 370,000; note: potency is the fitted concentration of half-maximal effect; % of control where 0% means no effect; nearly all actives have a fitted effect of over 65% in size
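Galactose-induced alpha-syn yeast (OD600=0.02, raffinose-pregrown) + pinned cpd, 24 hr, 30 deg C; growth by BacTiter-Glo luminescence. Growth restoration scores as activation.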
D3 ag: agonists of human D3 dopamine receptor; P35462; D3R DiscoveRx beta-arrestin cells, luminescence, 90 min; max activation, %; hit rate 0.58% among 410,000; AID 652048; in the data active = max activation above about 30%; note: 0% is about no effect; mostly tested at two doses, the higher about 12 µM
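Cells at 1500/well, incubated overnight, then treated with pinned compounds (dopamine as control) for 90 min at 37 degrees C. DiscoveRx reagent added for 30 - 60 minutes at room temperature; luminescence read.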
EPAC2 ag: agonists of human EPAC2 (RAPGEF4). Q8WZA2. Potency, µM (titrated, usually from 154 µM), without a hit: at the highest dose activation, usual class: activators. EPAC2 activation, biochemical qHTS; response scale: 100% = 6.5 mM cAMP response. hit rate 0.079% among 360,000; note: potency is the fitted concentration of half-maximal effect; nearly all actives have a fitted effect of over 50% in size
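Exchange assay: 100 nM EPAC2 with 250 nM Rap1B-BODIPY-GDP and 50 uM GDP. Fluorescence (ex 480/em 540 nm) read every 5 min for 30 min at room temperature. Data normalized to 6.5 mM cAMP as agonist control.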
Abeta yeast res: compounds reversing amyloid beta toxicity in yeast. Potency, µM (series often up to 46.1 µM), for the others: at the highest dose growth rescue, hits mostly activators. AID 1347071. yeast expressing A-beta42, growth rescue, OD600, 48 h; response scale: 0% DMSO, 100% iron-clioquinol control. hit rate 0.063% among 410,000; note: potency is the fitted concentration of half-maximal effect; nearly all actives have a fitted effect of over 55% in size
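Growth rescue measured by 600 nm absorbance after 48 h yeast culture at 30 C with compound. Values normalized between DMSO and an equimolar ferric chloride plus clioquinol control.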
TDP43 rescue: TDP-43 toxicity inhibition in yeast. Potency, µM (top dose mostly 46.1 µM), for the others: at the top dose growth rescue (activation), hits mostly activators. hit rate 1.8% among 410,000. TDP-43 expressing yeast growth rescue, BacTiter-Glo, 24 h. AID 652104; note: potency is the fitted concentration of half-maximal effect; % of control where 0% means no effect; nearly all actives have a fitted effect of over 50% in size
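Growth rescue of TDP-43-toxic yeast measured as ATP luminescence (BacTiter-Glo). Cells grown to mid-log in raffinose, induced in galactose at OD600=0.02, exposed to compound 24 hr at 30 deg C.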
D3 antag: D3 dopamine receptor (human) antagonism; D3R cells, DiscoveRx beta-arrestin luminescence, antagonist mode; active compounds read low; max response, negative = inhibition, %; hit rate 2.5% among 360,000; P35462; AID 652054; in the data active = max response below about -50%; inconclusive = no clear call, values can overlap the other calls; note: % is set by controls: 0 for no effect and ±100 for the full control effect; mostly tested at two doses, the higher about 12 µM
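Cells plated overnight at 1500 cells/well, then exposed to library compounds with dopamine controls for 90 minutes at 37 degrees C. DiscoveRx reagent added for 30–60 minutes at room temperature; luminescence read, quantitative HTS format.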
Active calls of the source: *; ? = inconclusive; / = no result given; [ ] = another dose, or the depositor's remark. Unless noted, calls come from the whole dose curve; as a rule, active = well fitted curve in the direction sought with a large enough effect; inconclusive = small, poorly fitted or top-dose-only effect, or another doubt; inactive = no such curve, though single readings can be large; an effect the other way counts as inactive or inconclusive.

The first 6 compounds, to show the layout:
Short keys – A = FUS suppressor; B = EPAC2 antag; C = aSyn rescue; D = D3 ag; E = EPAC2 ag; F = Abeta yeast res; G = TDP43 rescue; H = D3 antag
mol: Cc1ccc(-c2csc(SCC(=O)c3c(N)n(C4CC4)c(=O)[nH]c3=O)n2)cc1
  A = 23%; B = -11%; C = -4%; D = 11; E = 6%; F = 3%; G = 10%; H = -7

mol: C[C@@H]1CN([C@H](C)CO)C(=O)CCCn2nncc2CO[C@@H]1CN(C)S(C)(=O)=O
  A = -28%; B = -1%; C = -1%; D = 6; E = -6%; F = -10%; G = 0%; H = 15

mol: Cc1ccc(C(=O)N2CCN=C2SCc2ccc([N+](=O)[O-])cc2)cc1
  A = -16%; B = -8%; C = 1%; D = -3; E = 13%; F = 4%; G = 0%; H = -5

mol: Cc1cc(Cl)c(OCCn2ccnc2)c(Br)c1
  A = -31%; B = -23%; C = -2%; D = -3; E = -1%; F = -6%; G = 6%; H = 7

mol: O=C(c1ccc([N+](=O)[O-])cc1[N+](=O)[O-])N1CCN(C(=O)C2CCCO2)CC1 (stereo unspecified)
  A = 20%; B = -5%; C = -4%[1.84 µM]; D = -14; E = 2%; F = -5%; G = -6%; H = -28

mol: CCCCCCN1C[C@H](n2cc(C3CC3)nn2)[C@@H](O)C[C@@H]1c1ccc(OC)cc1
  A = 5%; B = -10%; C = -3%; D = -11; E = 14%; F = -5%; G = 10%; H = -20

The listing, repeating the preview:
Short keys – A = FUS suppressor; B = EPAC2 antag; C = aSyn rescue; D = D3 ag; E = EPAC2 ag; F = Abeta yeast res; G = TDP43 rescue; H = D3 antag
mol: Cc1ccc(-c2csc(SCC(=O)c3c(N)n(C4CC4)c(=O)[nH]c3=O)n2)cc1
  A = 23%; B = -11%; C = -4%; D = 11; E = 6%; F = 3%; G = 10%; H = -7

mol: C[C@@H]1CN([C@H](C)CO)C(=O)CCCn2nncc2CO[C@@H]1CN(C)S(C)(=O)=O
  A = -28%; B = -1%; C = -1%; D = 6; E = -6%; F = -10%; G = 0%; H = 15

mol: Cc1ccc(C(=O)N2CCN=C2SCc2ccc([N+](=O)[O-])cc2)cc1
  A = -16%; B = -8%; C = 1%; D = -3; E = 13%; F = 4%; G = 0%; H = -5

mol: Cc1cc(Cl)c(OCCn2ccnc2)c(Br)c1
  A = -31%; B = -23%; C = -2%; D = -3; E = -1%; F = -6%; G = 6%; H = 7

mol: O=C(c1ccc([N+](=O)[O-])cc1[N+](=O)[O-])N1CCN(C(=O)C2CCCO2)CC1 (stereo unspecified)
  A = 20%; B = -5%; C = -4%[1.84 µM]; D = -14; E = 2%; F = -5%; G = -6%; H = -28

mol: CCCCCCN1C[C@H](n2cc(C3CC3)nn2)[C@@H](O)C[C@@H]1c1ccc(OC)cc1
  A = 5%; B = -10%; C = -3%; D = -11; E = 14%; F = -5%; G = 10%; H = -20

mol: COC(=O)C1=C(C(=O)OC)[C@@H]2N(Cc3ccccc3)c3ccccc3[C@@]23C[C@@H](C(=O)OC)N=C3N1
  A = 41%; B = ?; C = 1%; D = 14; E = 1%; F = 5%; G = 13%; H = 16

mol: Cc1n[nH]c(=O)c2c(NC(=O)CSc3nnc(C4CC4)n3C)oc(C)c12
  A = 11%; B = -4%; C = 1%; D = 0; E = 3%; F = -3%; G = -12%; H = 18

mol: COc1ccc(CC(NC(C)=O)C(=O)NC2CCN(S(=O)(=O)c3ccccc3)CC2)c(OC)c1 (stereo unspecified)
  A = 3%; B = 4%; C = -2%; D = 4; E = 7%; F = -3%; G = -19%; H = -23

mol: COc1ccc(Cl)cc1NC(=O)CSC1=Nc2ccccc2C2=NC(CC(=O)NCc3cccs3)C(=O)N12 (stereo unspecified)
  A = 9%; B = /; C = /; D = 4; E = /; F = 6%; G = 7%; H = /

mol: C[C@H]1CN(S(=O)C(C)(C)C)[C@@H](CCO)/C1=C\c1ccccc1 (stereo partly specified)
  A = -8%; B = 3%; C = 8%; D = -1; E = 6%; F = 14%; G = 22%; H = -7

mol: COc1cccc(Nc2c([N+](=O)[O-])cncc2[N+](=O)[O-])c1
  A = 7%; B = 5%; C = -1%; D = -5; E = 7%; F = 2%; G = ?; H = -29

mol: CSc1nc(=S)cc(C)[nH]1
  A = 2%; B = -5%; C = -12%; D = 3; E = 10%; F = ?; G = 24%; H = -2

mol: CC(OC(=O)c1ccc(F)c(S(=O)(=O)N2CCOCC2)c1)C(=O)NC1CCCC1 (stereo unspecified)
  A = 1%; B = 5%; C = -7%; D = 2; E = -5%; F = -1%; G = 2%; H = 9

mol: COc1ccc(-c2nc(C#N)c(NCCc3ccccc3)o2)cc1
  A = -5%; B = 2%; C = 6%; D = -2; E = 8%; F = 16%; G = -13%; H = -16

mol: Cc1cccc(/C=N/NC(=O)c2cccc(NC(=O)c3ccccc3)c2)n1
  A = -14%; B = 18%; C = -1%; D = -1; E = 4%; F = -7%; G = 5%; H = 11

mol: COc1ccc(CN2C(=O)CS(=O)CC2=O)cc1OC
  A = 14%; B = 12%; C = -13%; D = -1; E = 7%; F = 4%; G = 1%; H = 11

mol: COc1ccc(/C=N/NC(=O)NC23CC4CC(CC(C4)C2)C3)c(OC)c1
  A = 10%; B = -3%; C = -2%; D = 6; E = 1%; F = 20%; G = -14%; H = ?

mol: CSc1nnc2c(n1)c(C)nn2-c1ccc(C)cc1
  A = 11%; B = 8%; C = -2%; D = 0; E = 3%; F = 13%; G = -6%; H = -13

mol: O=C(Oc1cccc(F)c1)c1ccc2c(=O)n3c(nc2c1)CCC3
  A = /; B = 7%; C = -7%; D = 6; E = 0%; F = -15%; G = 7%; H = 15

mol: Cc1cnc(CN(C)C(=O)C2CCC(=O)N(CCc3ccc(Cl)cc3)C2)[nH]1 (stereo unspecified)
  A = -17%; B = -9%; C = 0%; D = 0; E = 23%; F = -5%; G = 11%; H = -2

mol: O=C(NCCc1csc(-c2ccc(F)cc2)n1)c1ccco1
  A = -10%; B = /; C = /; D = 2; E = /; F = -18%; G = ?; H = /

mol: CC/C(=N\NC(=O)C1CC1)c1cccc(Cl)c1
  A = 3%; B = 3%; C = -4%; D = -5; E = 5%; F = 1%; G = 25%; H = -4

mol: COC(=O)c1ccccc1NC(=S)N1CCC(N2CCCCC2)CC1
  A = 15%; B = 19%; C = -7%; D = -12; E = 15%; F = 2%; G = -13%; H = -17

mol: O=C(c1ccc2ccccc2n1)N1CCN(Cc2c(F)cccc2Cl)CC1
  A = -24%; B = -5%; C = 6%; D = -1; E = -1%; F = -1%; G = -1%; H = 8

mol: CCc1ccccc1N1CC(c2nc3ccccc3n2CCCCOc2ccccc2)CC1=O (stereo unspecified)
  A = -23%; B = /; C = /; D = -4; E = /; F = -10%; G = 11%; H = /

mol: CCOc1ccc(S(=O)(=O)N2CCN(C(=O)C3CCC3)CC2)cc1
  A = -2%; B = 10%; C = -1%; D = 3; E = -2%; F = -9%; G = -7%; H = -5

mol: Cc1ccc(F)c(S(=O)(=O)NC(=O)C2(C)CCN2C(=O)Cc2ccccc2Cl)c1 (stereo unspecified)
  A = 0%; B = 10%; C = 0%; D = 6; E = 1%; F = -12%; G = 7%; H = 13

mol: O=C(NC(=S)Nc1ccc(Oc2ccccc2)cc1)c1ccc(Cl)cc1
  A = 5%; B = -6%; C = 0%; D = -17; E = 22%; F = 17%; G = -15%; H = -16

mol: Cc1ccc2c(c1)N(C(=O)CCC(=O)NCc1cccc(Br)c1)CC(C)O2 (stereo unspecified)
  A = 31%; B = ?; C = -5%; D = -1; E = 29%; F = 8%; G = 7%; H = 5

mol: Cc1ccc(-n2c(SCC(=O)NCc3ccco3)nc3sc(C)c(C)c3c2=O)cc1
  A = 32%; B = -4%; C = 2%; D = 3; E = -4%; F = 3%; G = 6%; H = -9

mol: O=C(COC(=O)c1cccs1)Nc1cccc(Cl)c1
  A = 1%; B = -6%; C = 2%[1.84 µM]; D = -2; E = 15%; F = 17%; G = ?; H = 1

mol: O=C(Nc1ccc(F)cc1)C1CCN(C(=O)NCc2ccccc2)CC1
  A = 12%; B = 2%; C = 2%; D = 13; E = 11%; F = 4%; G = 3%; H = 4

mol: Cc1ccc(OCCC(=O)N(CC(=O)Nc2ccccc2C(F)(F)F)Cc2ccco2)cc1
  A = 27%; B = -2%; C = 14%; D = -14; E = 0%; F = -4%; G = 4%; H = 8

mol: Cc1cc(C)c(S(C)(=O)=O)c(S(=O)(=O)c2ccc(Cl)cc2)n1
  A = -5%; B = 7%; C = 19%; D = -2; E = 1%; F = -10%; G = 22%; H = 5

mol: Cc1cc(=O)oc2c3c(cc(OCC(=O)NC(C)C)c12)OC(C)(C)CC3
  A = 17%; B = -7%; C = -7%; D = -3; E = 8%; F = -18%; G = -16%; H = -18

mol: Cc1nc(N)sc1C(=O)N/N=C/c1ccco1
  A = -4%; B = 13%; C = 4%; D = 0; E = 8%; F = -5%; G = -14%; H = 0

mol: COc1ccc(Nc2nc3ccccc3nc2C)cc1
  A = 5%; B = 5%; C = -13%; D = 7; E = 7%; F = -4%; G = 9%; H = -14

mol: Cc1ccc(N2C(S)=C(C#N)C(=O)NC2c2cccs2)cc1 (stereo unspecified)
  A = -15%; B = -8%; C = 9%; D = 3; E = -4%; F = 19%; G = ?; H = -3

mol: CC1Sc2ccc(S(=O)(=O)CCC(=O)N3CCN(c4ccccc4F)CC3)cc2NC1=O (stereo unspecified)
  A = -2%; B = 1%; C = 0%; D = 7; E = -4%; F = 8%; G = -1%; H = 14

mol: O=C(COC(=O)c1ccc(NS(=O)(=O)c2cccs2)cc1O)NC1CCCCC1
  A = 28%; B = -10%; C = 1%; D = 1; E = 6%; F = 4%; G = -2%; H = 5

mol: c1ccc2c(c1)nc1n2CC2CON(C3CCCCC3)C12 (stereo unspecified)
  A = -1%; B = -12%; C = 0%; D = -26; E = 21%; F = -4%; G = -9%; H = 22

mol: CC(C)c1nc(C(=O)N2CCCC(CCC(=O)N(C)CCc3ccccn3)C2)cs1 (stereo unspecified)
  A = 9%; B = 6%; C = -1%; D = 1; E = -2%; F = 5%; G = 5%; H = -6

mol: CC(=O)Nc1ccc(NC(=O)C(C)OC(=O)C2CC(=O)N(CCc3ccccc3)C2)cc1 (stereo unspecified)
  A = 3%; B = 4%; C = 0%; D = -11; E = -2%; F = -7%; G = -3%; H = -12

As entered above.
COc1ccc(/C=N/NC(=O)NC23CC4CC(CC(C4)C2)C3)c(OC)c1 | EPAC2 antag = -3%
Cc1cccc(/C=N/NC(=O)c2cccc(NC(=O)c3ccccc3)c2)n1 | D3 ag = -1

The list is partial (hit frequency here may not be typical).
